# CRFBP-R2 agonist – agonists of CRF-BP/CRF-R2 complex, primary screen, cell-based, HEK293, calcium dye fluorescence, uHTS. CRF-binding protein / CRF receptor 2 complex (human). calcium dye fluorescence (FLIPR); percent of saturating CRF peptide response. activation, % at 13.2 µM. hit rate 0.46% among 350,000. AID 588473, 2011;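 active = activation of at least 50%, plus an integration ratio under a set limit after plate pattern correction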;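 note: plate controls were neutral control wells without compound for no effect and CRF at EC100 for full effect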
# CHRM5 PAM – human M5 muscarinic receptor positive allosteric modulators, primary screen, CHO-K1 cells, Fluo-8 calcium fluorescence. activation, % at 3 µM. Muscarinic acetylcholine receptor M5 (Homo sapiens), P08912. hit rate 0.3% among 360,000. CHO-K1 hM5, ACh EC20 PAM; 0% = ACh EC20, 100% = ACh EC100;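 active = activation above the run cutoff, the mean activation of all test compounds plus 3 SD, cut at about 18% in these data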
#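 System: CHO-K1 cell line with stable human muscarinic M5 receptor expression | Also added: EC20 acetylcholine as agonist stimulus | Compound: One concentration, 3 µM final (nominal) | Timing: Fluo-8 loading 80 min at 37 °C plus 30 min room temperature | Measured by: Fluo-8 calcium dye fluorescence, kinetic read | Read-out basis: % activation, ACh-normalized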
# M1 antag – human M1 muscarinic receptor antagonists, primary screen, CHO-K1 cells, Fluo-8 calcium fluorescence, 1536-well. CHO-K1 hM1, ACh EC80 antagonist. hit rate 1.3% among 360,000. Muscarinic acetylcholine receptor M1 (Homo sapiens), P11229. inhibition, % at 3 µM;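 active = percent inhibition above its own plate's cutoff, namely the mean of that plate's compound wells plus 3 SD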;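 note: peak over basal fluorescence ratio during 140 s after agonist addition; 0% = ACh EC80 plus DMSO and 100% = DMSO alone without agonist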
# Target sequence (P11229 whole entry, looked up): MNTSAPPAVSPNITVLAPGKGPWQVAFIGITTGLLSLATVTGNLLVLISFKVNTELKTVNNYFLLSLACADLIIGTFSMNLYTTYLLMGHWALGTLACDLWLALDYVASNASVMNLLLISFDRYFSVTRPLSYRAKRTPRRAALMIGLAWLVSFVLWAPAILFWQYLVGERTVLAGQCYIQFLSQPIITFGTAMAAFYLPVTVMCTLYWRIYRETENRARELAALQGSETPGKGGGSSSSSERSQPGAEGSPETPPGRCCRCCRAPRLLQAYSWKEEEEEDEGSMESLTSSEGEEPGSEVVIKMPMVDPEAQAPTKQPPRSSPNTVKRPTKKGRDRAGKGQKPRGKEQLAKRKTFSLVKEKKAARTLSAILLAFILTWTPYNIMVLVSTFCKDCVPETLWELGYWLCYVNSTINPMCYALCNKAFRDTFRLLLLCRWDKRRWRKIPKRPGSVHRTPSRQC
# M1 PAM – human M1 muscarinic receptor positive allosteric modulators, primary screen, CHO-K1 cells, Fluo-8 calcium fluorescence, 1536-well | hit rate 0.088% among 360,000 | AID 588819, 2011 | activation, % at 3 µM | Muscarinic acetylcholine receptor M1 (Homo sapiens), P11229 | CHO-K1 hM1, ACh EC20; 0% = ACh EC20, 100% = maximal ACh; in the data active = activation above about 19%, passing the limit was not always enough
# CHRM5 agonist – human M5 muscarinic receptor agonists, primary screen, CHO-K1 cells, Fluo-8 calcium fluorescence. Muscarinic acetylcholine receptor M5 (Homo sapiens), P08912. hit rate 0.19% among 360,000. activation, % at 3 µM. CHO-K1 hM5 cells; 0% DMSO wells, 100% maximal acetylcholine response;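 active = activation above the run's mean over test compounds plus 3 SD, cut at about 23% in these data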;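 note: signal is peak over basal fluorescence ratio across the kinetic read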
# M5 antag – human M5 muscarinic receptor antagonists, primary screen, CHO cells, Fluo-8 calcium fluorescence. CHO-hM5 cells, ACh EC80. inhibition, % at 3 µM. hit rate 0.59% among 360,000;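 active = inhibition above a per-plate cutoff, the mean of that plate's test compounds plus 3 SD, cut at about 27% in these data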;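 note: 0% = acetylcholine EC80 with DMSO and 100% = DMSO without agonist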
# M4 antag – human M4 muscarinic receptor antagonists, primary screen, CHO cells, Fluo-8 calcium fluorescence. hit rate 0.73% among 360,000. AID 624125, 2012. CHO-hM4 cells, ACh EC80. inhibition, % at 3 µM;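 active = inhibition above its plate's cutoff, the mean inhibition of sample wells plus 3 SD, cut at about 27% in these data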;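 note: 0% = acetylcholine EC80 with DMSO and 100% = DMSO without agonist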
# Target sequence (P08173 whole entry, looked up): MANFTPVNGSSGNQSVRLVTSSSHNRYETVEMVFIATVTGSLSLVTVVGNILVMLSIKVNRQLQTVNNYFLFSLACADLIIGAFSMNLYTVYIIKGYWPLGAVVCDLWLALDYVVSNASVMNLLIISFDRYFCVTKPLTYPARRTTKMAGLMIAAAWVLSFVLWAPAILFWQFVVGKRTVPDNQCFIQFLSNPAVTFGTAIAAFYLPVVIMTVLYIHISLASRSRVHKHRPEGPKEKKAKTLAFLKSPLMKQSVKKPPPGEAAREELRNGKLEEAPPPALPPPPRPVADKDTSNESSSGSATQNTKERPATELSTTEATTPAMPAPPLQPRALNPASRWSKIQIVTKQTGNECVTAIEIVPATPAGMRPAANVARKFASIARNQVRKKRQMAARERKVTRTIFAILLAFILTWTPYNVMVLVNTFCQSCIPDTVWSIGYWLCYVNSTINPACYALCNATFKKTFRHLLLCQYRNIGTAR
# CHRM4 agonist – human M4 muscarinic receptor agonists, primary screen, CHO-K1 cells, Fluo-8 calcium fluorescence; Muscarinic acetylcholine receptor M4 (Homo sapiens), P08173; CHO-K1 hM4/Gqi5; vehicle 0%, full acetylcholine response 100%; hit rate 0.14% among 360,000; AID 624127, 2012; activation, % at 3 µM;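 active = activation above the run mean over all test wells plus 3 SD, cut at about 32% in these data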;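 note: peak over basal fluorescence ratio per well then scaled between controls; 0% = DMSO wells and 100% = acetylcholine at EC100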
# M4 PAM – human M4 muscarinic receptor positive allosteric modulators, primary screen, CHO-K1 cells, Fluo-8 calcium fluorescence; Muscarinic acetylcholine receptor M4 (Homo sapiens), P08173; CHO-K1 hM4/Gqi5, ACh EC20; 0% = ACh EC20, 100% = maximal ACh; activation, % at 3 µM; hit rate 0.4% among 360,000; AID 624126, 2012;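 active = activation above its plate's cutoff, the mean activation of sample wells plus 3 SD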; note: some results filed as inactive read as strong as hits
# * hit, by the source's call; . = no result given; & = joins results of further samples.
item	mol	M1 antag	CRFBP-R2 agonist	CHRM5 PAM	CHRM5 agonist	CHRM4 agonist	M1 PAM	M5 antag	M4 PAM	M4 antag
1	COc1ccc(NC(=S)NCc2ccc(F)cc2)cc1	-1	-3.1	-4	-2	9	-2	12	1	6
2	CCOC(=O)/C(C#N)=C/c1cn(CCC(=O)O)nc1-c1ccc(OC)cc1	-6	-0.5	0	-1	1	5	7	1	3
3	CCOc1ccc(C(=O)NCC(=O)N2CCCCCCC2)cc1OCC	-14	2.0	7	2	1	8	2	8	-4
4	CCCCc1ccc(NC(=S)NCCc2ccc(S(N)(=O)=O)cc2)cc1	5	-1.0	-14	-2	0	2	3	-12	-7
5	CCn1nnc(NC(=O)c2ccc(Br)o2)n1	-4	0.6	4	-1	1	8	-3	-1	0
6	O=C1COc2ccc(C(=O)COC(=O)CCSc3ccc(Cl)cc3)cc2N1	-5	0.9	-10	1	4	0	5	3	-8
7	CCOC(=O)/C=C/c1ccc2c(c1)S(=O)(=O)N(c1cccc(OC)c1)[C@H]2CC(=O)OCC	4	1.4	-12	0	13	0	18	-8	2
8	CN1CCN(C(c2cccs2)c2nnnn2Cc2ccc(F)cc2)CC1 (stereo not drawn)	9	1.1	4	-5	1	2	8	-1	6
9	CCOC(=O)c1cc(-c2ccccc2)nn1Cc1cc(C)no1	6	0.1	2	-1	0	-2	1	7	-9
10	COC(=O)c1ccc(Cl)c(NC(=O)CN(c2ccccc2)S(=O)(=O)c2ccc(OC)cc2)c1	12	5.6	-14	-2	7	-13	14	-7	13
11	COCCCN1C(=O)C(CC(=O)NC2CCCC2)CC(C(=O)N(C(C)C)C(C)C)=C1C (stereo not drawn)	3	.	-5	2	-1	3	14	1	-2
12	COCCN(C(=O)c1ccc(COc2ccccc2)o1)c1c(N)n(CC(C)C)c(=O)[nH]c1=O	-5	-1.8	-8	2	1	11	3	1	-10
13	O=C(NCCc1c[nH]c2ccccc12)c1ccccc1	4	0.1	6	-5	1	5	3	-3	-1
14	O=c1c2c(nc3nc[nH]n13)CCC2	-8	-0.8	-3	-3	1	9	0	5	4
15	Cc1cc(C)n2nc(C(=O)OCC(=O)Nc3ccc(F)cc3F)nc2n1	1	-1.6	2	2	0	3	6	5	-8
16	O=C(CSc1ccc2ccccc2c1)Nn1cnnc1	-24	0.7	4	-1	1	1	-3	3	4
17	COc1cccc(C(=O)COc2ccc3ccc(=O)oc3c2)c1	1	-0.1	-2	0	1	6	-3	-3	1
18	O=C(Cc1ccc(Cl)cc1)Nc1ccccc1C(=O)N1CCCC1	-14	-2.6	3	-5	2	9	-3	1	-5
19	COc1ccccc1-c1cc(C(=O)Nc2ccc(F)cc2F)no1	-8	0.3	-3	-3	0	7	1	13	-3
20	Cc1ccccc1/C=N/n1c(-c2ccccn2)n[nH]c1=S	-19	0.2	15	6	0	21	-7	2	-23
21	Cc1cccc(NC(=O)c2cc3ccccc3c(=O)o2)n1	2	-0.8	3	-1	0	0	-5	-2	-9
22	O=C(CN1C(=O)c2cccc3cccc(c23)C1=O)NCCN1CCOCC1	2	-1.1	10	-2	2	3	-17	3	1
23	CC(C)(CC(=O)O)CC(=O)N1CCCN(c2nc3ccc(Cl)cc3s2)CC1	6	0.6	-9	-5	2	-4	7	-4	0
24	CC1=C(C(=O)N(C)Cc2ccccc2)C2(CCC(C)CC2)OC1=O (stereo not drawn)	-12	0.2	-4	0	6	3	-2	1	-8
25	COc1ccc(NC(=O)CN(C)C(=O)c2cccc(S(=O)(=O)N3CC4(C)CC3CC(C)(C)C4)c2)cc1 (stereo not drawn)	-9	0.0	-4	-1	4	3	4	0	-4
26	Cc1ccc(N(Cc2cc3cc(C)ccc3[nH]c2=O)S(=O)(=O)c2ccccc2)cc1	-6	10	-1	-2	0	10	-4	5	-12
27	Cc1cc(NC(=O)c2ccc3c(c2)C(=O)N(c2cccc(C)c2C)C3=O)no1	-3	-1.3	2	-1	0	4	-2	3	1
28	O=C(CSc1nnc(Cn2nnc(-c3ccccc3)n2)n1-c1ccccc1)Nc1ccccc1	-2	-0.6	0	0	10	8	-2	-1	8
29	CCCCn1nnc(NC(=S)NC(=O)c2cccs2)n1	2	-2.5	-2	0	0	1	-4	0	3
30	CC(C)c1ccc(CNn2cnnc2)cc1	-19	-0.2	2	3	1	9	2	-7	-1
31	CCOC(=O)C1CCCN(c2nc3c(C)cccn3c(=O)c2/C=C(\C#N)C(=O)NCc2ccco2)C1 (stereo not drawn)	76*	-6.0	-27	31*	6	-25	13	-24	1
32	CC(C)c1ccc(NC2CCCN(C(=O)CN3C(=O)CSC3=O)C2)cc1 (stereo not drawn)	-14	-1.4	-2	0	2	13	6	2	-4
33	COc1ccc2c(c1)[C@H]1[C@H](CO2)[C@H](c2ccccc2)[C@]2(C)C(=O)Nc3cc(F)ccc3C(=O)N12	-4	3.5	-10	-7	2	-3	8	-3	-2
34	Fc1ccc(OCCOCCN2CCCC2)cc1	-5	1.6	8	-6	0	0	4	-5	5
35	O=C(NCc1ccncc1)C(=O)Nc1nc2ccccc2s1	-7	-2.2	-2	1	1	10	-3	9	6
36	Cc1ccc(C(=O)Nc2sc3c(c2C(=O)NCc2ccco2)CCCC3)cc1	-6	2.5	-10	-5	0	6	-4	0	2
37	CCC(C)NC(=O)CSc1nc2ccsc2c(=O)n1-c1ccc(OC)cc1 (stereo not drawn)	-10	-1.9	2	0	1	11	1	13	-6
38	O=C1N[C@@H](c2ccccc2)COC(=O)[C@@H](Cc2ccc(F)cc2)C/C=C\C[C@H]1CC(=O)N(CCO)Cc1ccccc1	6	1.6	-17	6	21	10	3	7	0
39	COC(=O)c1cnn(-c2ccccc2)c1-n1cccc1C=O	11	1.3	1	3	3	6	3	-3	-1
40	COC(=O)c1cc(CNC(=O)CC(C)c2ccccc2)ccc1OC (stereo not drawn)	-4	0.4	2	0	1	8	-6	5	-6
41	COc1ccccc1/C=C1\SC(=S)N(CCC(=O)Nc2cccc(O)c2)C1=O	4	3.3	4	15	14	0	-4	0	0
42	O=C(Nc1ccc2ccccc2c1)c1cccc2ccccc12	6	6.5	-10	3	5	-3	8	4	-4
43	c1ccc2c(c1)CCc1ccccc1C2=C1CCNCC1	100*	-1.6	-32	-19	2	-25	99*	-61	99*
44	CC1CCC(NC(=O)c2cnccn2)CC1 (stereo not drawn)	-7	-2.6	-4	0	5	9	2	3	3
45	COc1ccc([C@@H]2CC=C(C(=O)O)[C@H](c3ccccc3F)N2S(=O)(=O)c2ccccc2C)cc1	-9	-0.6	20*	4	0	8	-5	-1	1
46	CCc1nc(C)cn1S(=O)(=O)c1ccc2c(c1)OCCO2	2	-1.0	-1	1	1	1	-7	-2	2
47	O=C1c2ccccc2C(c2nnnn2Cc2ccccc2)N1Cc1cccc(F)c1 (stereo not drawn)	.	.	-7&-10	-3&0	3&11	.	14&11	-1&-2	5&-8
48	CCNC(=O)COC(=O)/C=C/c1c(C)nn(Cc2cccc(OC)c2)c1Cl	-14	-0.7	-11	1	7	11	10	-4	4
49	C=CCN1C(=O)CSC1=Nc1cccc(O)c1	-5	-1.3	-3	0	1	8	4	-2	0
50	CCOc1ccc(N2C(=O)CC(N(CCc3ccccc3)C(=O)/C=C/C(=O)O)C2=O)cc1 (stereo not drawn)	-7	2.8	7	0	0	12	1	0	3

# M4 antag, entries above that show a hit
entry | smiles | M1 antag | CRFBP-R2 agonist | CHRM5 agonist | CHRM4 agonist | M1 PAM | M5 antag | M4 PAM | M4 antag
43 | c1ccc2c(c1)CCc1ccccc1C2=C1CCNCC1 | 100* | -1.6 | -19 | 2 | -25 | 99* | -61 | 99*

# Next structures follow.
item	mol	M1 antag	CRFBP-R2 agonist	CHRM5 PAM	CHRM5 agonist	CHRM4 agonist	M1 PAM	M5 antag	M4 PAM	M4 antag
51	COC(=O)[C@H]1C[C@@H]1[C@H](NC(=O)[C@H]1C[C@@H]1[C@H](NC(=O)OCc1ccccc1)c1ccccc1)c1ccccc1	17	0.9	-33	-5	20	-13	15	-5	-5
52	CCC1NC(=O)c2cccnc2-n2c1nc1ccc(OC)cc1c2=O (stereo not drawn)	-9	1.1	-4	0	1	2	17	-1	3
53	Cc1cc2nc(C(C)(C)C)c(Cc3ccccc3C(F)(F)F)n2c(C)c1Br	.	.	-7	1	4	.	-4	-3	-6
54	CC1=C(C#N)C(c2cccnc2)C2=C(CCCC2=O)N1 (stereo not drawn)	-30	-0.4	7	1	0	9	-9	11	3
55	CC(=O)c1c(C)nn(CC(O)COc2ccc3c(c2)CCC3)c1C (stereo not drawn)	-15	-2.5	-12	6	11	-4	-3	-6	-10
56	CC/C=C(\NC(C)=O)c1ccccc1	-4	-1.5	5	-4	0	-1	11	6	-1
57	CC(C)(C)c1ccc(Cc2n[nH]c(=S)[nH]c2=O)cc1	-20	0.3	1	-1	1	24	6	-1	-11
58	O=C(Nc1ccc(F)cc1)c1ccc(S(=O)(=O)NCc2cccnc2)cc1	2	0.2	-8	1	18	-3	11	0	-27
59	Cc1ccc(NC(/C=C/N(C)C)=C/C(=O)C(F)(F)F)c(C)c1	0	0.7	-2	-12	5	3	6	-3	4
60	Cc1ccc(NC(=S)NNc2ncc(C(F)(F)F)cc2Cl)cc1	-4	12	-1	4	5	15	1	5	7
61	CSc1nc2ncc(C#N)cn2n1	4	1.2	-4	0	0	-2	5	-1	-1
62	COC(C(=O)Nc1ccc(S(=O)(=O)Nc2ccc(F)cc2)cc1)c1ccccc1 (stereo not drawn)	3	12	0	20	24	7	0	-3	8
63	CCC(C)NC(=O)c1cc2c(=O)n(CC)c3ccccc3c2s1 (stereo not drawn)	3	-1.5	-12	-4	9	1	8	-4	-4
64	CCn1c2ccccc2c2nc3cc(C(=O)O)ccc3nc21	-1	3.7	-7	-2	1	4	6	-10	8
65	CC1(C(=O)NS(=O)(=O)c2cccc(Cl)c2)CCN1C(=O)Cc1cc(F)ccc1F (stereo not drawn)	3	.	0	1	0	-2	2	-2	-7
66	Nc1nc(N)c(N=Nc2ccccc2)c(=O)[nH]1	-16	-0.2	-19	0	9	9	17	-1	3
67	Cc1sc(-c2ccncc2)nc1OC(=O)c1ccccc1	-9	-1.0	0	-3	-1	4	-6	4	-10

# As a working copy, some entries already given:
item	mol	M1 antag	CRFBP-R2 agonist	CHRM5 PAM	CHRM5 agonist	CHRM4 agonist	M1 PAM	M5 antag	M4 PAM	M4 antag
52	CCC1NC(=O)c2cccnc2-n2c1nc1ccc(OC)cc1c2=O (stereo not drawn)	-9	1.1	-4	0	1	2	17	-1	3
53	Cc1cc2nc(C(C)(C)C)c(Cc3ccccc3C(F)(F)F)n2c(C)c1Br	.	.	-7	1	4	.	-4	-3	-6

# Compound activity from PubChem BioAssay.
